Screening data from PubChem.
DAGLB inh – blocks human DAGLB lipase activity | HEK293T DAGLB membrane lysate, EnzChek fluorogenic substrate | inhibition, % at 5.17 µM | actives 0.059% (n = 340,000) | AID 504411; in the data active means inhibition above about 34%;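 further: 0% = enzyme with vehicle and 100% = wells lacking enzyme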
Target sequence (Q8NCG7 whole entry, looked up): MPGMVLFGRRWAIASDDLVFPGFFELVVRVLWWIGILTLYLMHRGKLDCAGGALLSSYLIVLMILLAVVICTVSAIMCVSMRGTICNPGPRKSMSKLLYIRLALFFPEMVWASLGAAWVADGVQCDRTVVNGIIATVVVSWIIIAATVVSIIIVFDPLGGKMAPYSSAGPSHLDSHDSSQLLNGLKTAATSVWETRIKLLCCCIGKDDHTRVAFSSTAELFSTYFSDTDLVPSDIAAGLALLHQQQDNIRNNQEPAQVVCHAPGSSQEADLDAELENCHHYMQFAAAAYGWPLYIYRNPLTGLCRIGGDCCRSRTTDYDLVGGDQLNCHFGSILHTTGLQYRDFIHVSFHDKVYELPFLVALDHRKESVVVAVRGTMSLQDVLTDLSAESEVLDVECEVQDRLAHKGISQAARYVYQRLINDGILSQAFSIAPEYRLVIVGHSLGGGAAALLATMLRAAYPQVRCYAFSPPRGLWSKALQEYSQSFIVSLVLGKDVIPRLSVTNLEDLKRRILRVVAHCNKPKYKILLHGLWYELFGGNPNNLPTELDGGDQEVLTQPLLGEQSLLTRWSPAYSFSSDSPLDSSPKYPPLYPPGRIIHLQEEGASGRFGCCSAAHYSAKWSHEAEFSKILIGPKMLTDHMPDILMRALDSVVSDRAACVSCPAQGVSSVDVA
PKA-R2B act – activates the human PKA-R2B holoenzyme complex | P22694+P31323 | PKA-R2B holoenzyme dissociation, Cy5-IP20 fluorescence polarization; R2B truncated from residue 108, S112A mutant; 0% DMSO only, 100% 113 µM cGMP | activation, % at 11.4 µM | actives 0.079% (n = 340,000);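 active means activation above a cutoff set at the mean over all compounds plus 3 SD, cut at about 18% in these data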;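 further: higher means more holoenzyme dissociation and a rise in polarization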
Target sequence (P31323 whole entry, looked up, other chains not shown, the tested form may be a part): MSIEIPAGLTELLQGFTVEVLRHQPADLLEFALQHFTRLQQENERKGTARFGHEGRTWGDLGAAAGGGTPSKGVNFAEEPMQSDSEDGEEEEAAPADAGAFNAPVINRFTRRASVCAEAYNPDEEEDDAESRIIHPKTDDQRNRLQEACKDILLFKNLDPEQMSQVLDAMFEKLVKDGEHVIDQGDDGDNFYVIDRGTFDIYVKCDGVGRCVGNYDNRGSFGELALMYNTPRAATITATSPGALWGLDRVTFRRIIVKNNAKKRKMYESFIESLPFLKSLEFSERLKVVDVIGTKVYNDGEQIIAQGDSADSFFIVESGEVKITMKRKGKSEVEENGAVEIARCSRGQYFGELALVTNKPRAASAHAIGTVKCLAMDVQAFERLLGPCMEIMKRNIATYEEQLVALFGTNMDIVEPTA
Mot1-301 SUMO – blocks SUMOylation pathway, rescuing yeast Mot1-301 growth. S. cerevisiae Mot1-301 growth rescue, ATP luminescence, 38.5C; percent above DMSO median, 100 means doubled. growth rescue, % at 18.8 µM. actives 1% (n = 320,000);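 active means every valid replicate shows activation above 250% relative to neutral control wells; inactive means the rest, any valid replicate at or below 250%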;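 further: OY570 slx delta 5 strain wells were the positive control but not used for scaling; some compounds called inactive have numbers as strong as hits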
PKA-R1A act – activators of PKA-R1A complex. PKA-R1A dissociation, Cy5-IP20 fluorescence polarization; scaled: DMSO 0%, 113 µM cGMP 100%. AID 504707. activation, % at 11.4 µM. actives 0.083% (n = 340,000);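 active means percent activation above the mean of all tested compounds plus 3 SD, cut at about 19% in these data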;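 further: higher means more PKAc released from R1A so a rise in polarization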
HTR5A inv ag – HTR5A inverse agonism, opioid heterodimer counter-screen; inhibition, % at 9.3 µM; HTR5A cell line, luminescence; actives 0.083% (n = 340,000); P47898; in the data active means inhibition mostly above about 23%, no sharp cut-off; inactive means mostly below about 18%;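 further: 0% = cells with DMSO and 100% = no-cell wells with DMSO; some compounds called inactive have numbers as strong as hits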
AddAB inh – less growth of phage-infected E. coli with AddAB. E. coli expressing H. pylori AddAB, absorbance growth. actives 0.29% (n = 330,000). inhibition, % at 11.9 µM; in the data active means inhibition above about 12%;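 further: 0% = vehicle wells of infected cells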
CDK5 p35 inh – inhibitors of human CDK5/p35 kinase | Q00535+Q15078 | Recombinant CDK5/p35, ADP-Glo luminescence, 60 min | inhibition, % at 10 µM | actives 0.01% (n = 330,000);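 active means highest replicate inhibition of at least 50% and at least 75% of replicates reaching 50%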;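 further: plate controls were DMSO neutral control for no effect and GW8510 at 10 µM for full effect; many of its hits are not listed in these tables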
phage Ecoli inh – E. coli growth loss with phage present | growth absorbance | inhibition, % at 11.9 µM | actives 0.26% (n = 360,000) | AID 651602; in the data active means inhibition above about 11%
Ecoli viability – reduces bacterial viability in AddAB counter-screen; E. coli V3065 growth, OD600 absorbance, 18 h; inhibition, % at 11.9 µM; actives 0.27% (n = 330,000);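 active means inhibition above the campaign's mean inhibition across all tested compounds plus 3 SD, cut at about 9.9% in these data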;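 further: uninfected addAB+ strain grown without phage in ampicillin broth; 0% = DMSO wells and 100% = ciprofloxacin 0.95 µg/ml wells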
HTR5A ag – counter-screen for OPRM1-OPRD1 agonists: human HTR5A agonism. activation, % at 9.3 µM. P47898. HTR5A agonist assay, luminescence, cell-based. actives 0.61% (n = 340,000); in the data active means activation mostly above about 9.5%, no sharp cut-off; inactive means mostly below about 7.6%;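 further: 0% = cells with vehicle only and 100% = reference agonist; strong numbers were not always called active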
Tat export inh – inhibitors of E. coli Tat protein transport | E. coli MC4100 TorA-mCherry Tat export, fluorescence | inhibition, % at 10 µM | actives 0.036% (n = 340,000) | AID 488895;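 active means mean replicate inhibition at least 50% and at least half of replicates individually reaching 50%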;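 further: exported cargo escapes ClpAP degradation while cytoplasmic cargo is degraded and loses fluorescence; 0% = median of neutral control wells and 100% = median of NaSCN control wells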
The depositor's hits bear a star; i = inactive; nt = no result given.

SMILES	DAGLB inh	PKA-R2B act	Mot1-301 SUMO	PKA-R1A act	HTR5A inv ag	AddAB inh	CDK5 p35 inh	phage Ecoli inh	Ecoli viability	HTR5A ag	Tat export inh
CCCn1c2ccc(F)cc2c2nnc(SCCN3CCCCC3)nc21	-5	1	161	1	-21	-2.1	0.5	3.3	-0.4	6	0
CCCCN(C(=O)NC(=O)Nc1cccc(C)c1C)S(C)(=O)=O	-4	1	-12	0	-31	-0.1	1.3	2.3	1.4	1	-4
CCOC(=O)c1sc(NC(=O)c2ccc(S(=O)(=O)N3CCOCC3)cc2)nc1-c1ccccc1	-2	-10	9	-3	-5	-0.2	1.4	6.6	-0.9	5	11
CCOC(=O)c1sc(N)nc1C(C)(C)C	-4	-4	-16	-1	7	4.2	0.7	1.4	-0.9	-3	-1
O=C(NC1CC2CCC(C1)N2Cc1ccccc1)c1ccccc1Br (stereo unspecified)	-3	-1	24	-12	1	0.5	-1.2	4.7	0.8	0	2
O=C(Cc1ccc(F)cc1)NC1CCSC1=O (stereo unspecified)	0	-10	-2	-3	-3	0.0	1.0	3.1	-2.0	1	-6
O=C(NCc1ccccc1F)C1CCN(C(=O)c2sccc2-n2cccc2)CC1	0	-10	0	-3	-6	1.5	0.0	2.2	-5.3	2	5
O=c1[nH]c2c(s1)C(c1ccccc1)C1C3CCC(C3)C1S2 (stereo unspecified)	0	-9	207	-8	-4	1.6	-0.8	1.7	1.7	8	1
CCOc1ccc(S(=O)(=O)N(CC)CC(=O)NCc2ccncc2)cc1C	0	-9	-9	10	7	1.5	-1.1	0.8	-0.6	-2	-6
CCN(CCCNC(=O)C1CCC(=O)N1Cc1ccc(C)cc1)c1cccc(C)c1 (stereo unspecified)	2	-8	-9	0	2	0.5	-1.7	1.9	0.8	-5	3

Overlap with the part before: 5 compounds; new compounds follow.
SMILES	DAGLB inh	PKA-R2B act	Mot1-301 SUMO	PKA-R1A act	HTR5A inv ag	AddAB inh	CDK5 p35 inh	phage Ecoli inh	Ecoli viability	HTR5A ag	Tat export inh
O=C(Cc1ccc(F)cc1)NC1CCSC1=O (stereo unspecified)	0	-10	-2	-3	-3	0.0	1.0	3.1	-2.0	1	-6
O=C(NCc1ccccc1F)C1CCN(C(=O)c2sccc2-n2cccc2)CC1	0	-10	0	-3	-6	1.5	0.0	2.2	-5.3	2	5
O=c1[nH]c2c(s1)C(c1ccccc1)C1C3CCC(C3)C1S2 (stereo unspecified)	0	-9	207	-8	-4	1.6	-0.8	1.7	1.7	8	1
CCOc1ccc(S(=O)(=O)N(CC)CC(=O)NCc2ccncc2)cc1C	0	-9	-9	10	7	1.5	-1.1	0.8	-0.6	-2	-6
CCN(CCCNC(=O)C1CCC(=O)N1Cc1ccc(C)cc1)c1cccc(C)c1 (stereo unspecified)	2	-8	-9	0	2	0.5	-1.7	1.9	0.8	-5	3
O=C(NC1CCCc2ccccc21)c1cn2ccccc2n1 (stereo unspecified)	-1	2	nt	-1	-1	1.0	-1.3	1.8	1.6	2	4
Cc1csc(=O)n1CCC(=O)OCc1nnc(-c2ccccc2Cl)o1	2	0	-8	12	-2	1.3	1.5	-1.5	0.7	-5	-7
CON(C)S(=O)(=O)c1cccc(C(=O)Nc2ccc(S(=O)(=O)NC3=NCCCCC3)cc2)c1	-3	-8	nt	-12	3	nt	-0.6	3.7	nt	4	-2
Cc1ccc(C(=O)N/C(=C\c2ccco2)C(=O)NCCN2CCCCC2)cc1C	-1	4	14	-5	7	4.4	0.7	1.9	-0.3	-2	4
CCn1c(COc2ccc(=O)n(-c3ccccc3)n2)n[nH]c1=S	-3	2	-16	-7	4	2.5	1.3	2.5	-0.6	-1	5
Cc1nn(C)c(=O)n1N(C)c1ncc(C(F)(F)F)cc1Cl	2	7	nt	6	-8	0.3	-0.6	3.2	2.5	3	0
Cc1nc(NCCc2ccccc2)c2oc3ccccc3c2n1	-5	2	-13	6	17	-0.5	-0.3	1.6	0.6	-3	-8
Cc1cc(OC(=O)c2ccccc2Cl)c([N+](=O)[O-])c(=O)[nH]1	1	-1	0	-15	-3	-0.9	2.5	3.9	0.4	1	-1
Cc1ccc(NCc2ccc(O)c3ncccc23)cc1C	2	-8	223	0	-9	3.0	-2.0	5.8	0.8	4	4
O=C(c1cccc(F)c1)N1CCc2ccccc2C1	-2	2	7	0	3	2.4	0.1	-0.8	-0.5	-1	-7
O=C(CCN1C(=O)/C(=C/c2ccc(F)cc2)SC1=S)NNC(=O)c1cccnc1	2	-1	-9	-2	-4	1.0	0.7	5.5	1.4	1	0
Cc1ccccc1-c1nnc(SC(C)C(=O)NC2CCCC2)o1 (stereo unspecified)	0	-8	-2	-3	-22	-1.6	1.1	2.3	0.2	8	14
C=CCNC(=O)c1cnc2n(c1=O)CCS2	3	12	-23	-2	19	-0.9	0.9	1.9	-1.0	-7	-2
Cc1cc(=O)oc2cc(OCC(=O)NCc3ccco3)ccc12	-2	-5	-15	-6	6	0.2	1.7	0.8	-0.7	0	-9
CCOC(=O)CSc1nc2sc3c(c2c(=O)n1C1CCCCC1)CCN(C)C3	-2	9	-11	-2	13	-4.3	1.0	0.6	-3.9	1	4
COc1ccc(N2CC(C(=O)N3CCN(C(=O)c4ccco4)CC3)CC2=O)cc1 (stereo unspecified)	-2	-6	0	-2	-17	2.6	-3.2	0.5	-2.3	6	-2
CC1CCC/C(=N\Nc2ccc(Cl)c(C(=O)O)c2)C1 (stereo unspecified)	0	1	10	-6	13	2.5	-2.6	2.2	0.5	-5	6
O=C(O)CN1C(=O)/C(=C/c2ccc(N3CCCCC3)o2)SC1=S	1	-11	25	1	-4	5.2	6.9	-0.1	0.6	0	i
CCOc1ccc(CNC(=O)c2cc3oc4ccccc4c3n2C)cc1	-5	-7	9	-7	-2	0.3	0.4	3.0	-0.9	3	-2
COc1cc(OC)c(-c2cc(C(=O)O)ccc2OC)c(OC)c1	-1	-11	309	-7	27	1.1	0.3	3.8	-0.6	-8	3
Cc1ccc(S(=O)(=O)Nc2ccc(C(=O)N3CCCC3)cc2)cc1	0	-9	2	8	-16	1.1	0.5	3.2	0.2	5	1
Cc1ccc(C(=O)NC(NC(=O)c2ccc(C)cc2)c2cccc([N+](=O)[O-])c2)cc1	1	-1	-11	-12	-11	-0.5	-2.9	3.1	-1.0	-1	-1
CCOc1ccc(C2/C(=C(/O)c3ccc4c(c3)CC(C)O4)C(=O)C(=O)N2CCCn2ccnc2)cc1OCC (stereo unspecified)	0	9	9	-5	8	3.4	-1.7	1.7	-1.5	0	7
O=C(CSC1=NS(=O)(=O)c2ccccc21)Nc1ccccc1	-7	6	1	5	20	1.0	0.0	0.5	3.3	-9	-12
Cc1ccc(C2c3c(-c4ccccc4O)n[nH]c3C(=O)N2Cc2ccncc2)cc1 (stereo unspecified)	5	5	6	-6	-13	4.2	-2.8	1.8	0.8	3	-1
CC1CN(C(=O)CSc2nnc(-c3cccs3)n2N)CC(C)O1 (stereo unspecified)	0	-2	-1	2	6	-0.9	0.1	-0.2	-1.6	-3	7
CC(NC(=O)C(C)N1C(=O)c2cccc([N+](=O)[O-])c2C1=O)c1ccccc1 (stereo unspecified)	0	14	-1	13	2	1.3	-0.5	-0.2	-1.3	-1	1
CCn1c(SCC(=O)NCc2ccco2)nc2cccnc21	-4	-4	-10	10	-6	3.2	-1.1	3.3	-0.8	1	-8
COCCn1c(N)c(N(Cc2ccccc2)C(=O)c2ccc(N3CCCC3=O)cc2)c(=O)[nH]c1=O	-5	2	nt	-12	-19	nt	0.3	1.8	nt	3	3
Cc1onc(-c2c(Cl)cccc2Cl)c1COC(=O)c1ccc([N+](=O)[O-])cc1	-1	2	372	4	-16	6.9	0.9	-0.4	-1.8	0	-2
Cc1cccc(CN2CCN(C(=S)Nc3ccccc3)CC2)c1	-2	-8	279	-4	10	2.1	-0.1	3.2	0.6	13	0
Cc1ccccc1Nc1c(C)c(C)nc2ncnn12	-2	4	-4	1	21	3.0	-0.6	0.9	-2.4	-6	2
CC(Sc1nc2c(c(=O)[nH]1)CCCC2)C(=O)Nc1ccc(Br)cn1 (stereo unspecified)	0	4	179	-2	-19	3.4	-2.6	-0.4	1.4	7	1
O=C(Nc1cccc(F)c1)Nc1cnccn1	1	6	-9	1	4	0.8	0.3	2.4	0.2	2	-2
CC(C)n1cc(C(=O)c2cc(Br)ccc2O)cc(C#N)c1=O	1	0	12	-3	10	1.1	0.3	3.5	0.7	1	-6
CCOc1ccc(N/C(N)=N/c2nc(CSc3nnc(C)s3)cc(=O)[nH]2)cc1	0	2	3	5	-9	1.6	-1.7	1.8	0.4	2	-5
O=C(Nc1ccccc1C(=O)N1CCCC1)c1ccc(Cl)cc1Cl	-1	-1	5	5	-11	-0.2	0.1	1.8	3.1	4	0
COC(=O)c1ccc(N=NN2CCOCC2)cc1	-2	-1	30	2	-22	3.9	0.2	1.9	2.5	1	-3
CN(C)c1nc(OCCOC(=O)c2ccccc2)nc(N(C)C)n1	-9	1	10	3	9	-0.2	1.7	0.6	-0.3	-3	3
CC1CC(=O)Nc2ccccc2N1S(=O)(=O)c1ccc(F)cc1F (stereo unspecified)	1	-9	-1	-12	-9	1.9	3.1	3.1	2.9	-6	-2
CCOC(=O)N1CCN(C(=O)c2c(N)no[n+]2[O-])CC1	0	-2	-1	-11	0	2.7	-0.1	nt	-1.1	0	13
Cc1nnc(SCC(=O)Nc2cccc([N+](=O)[O-])c2)n1CC1CCCO1 (stereo unspecified)	1	17	19	0	15	-0.6	0.2	2.0	-2.3	-2	2
CC(Nc1ncnc2nc[nH]c12)c1ccccc1 (stereo unspecified)	1	3	180	-4	6	-0.7	0.4	0.8	0.9	-2	-13
O=C(c1ccc(S(=O)(=O)Cc2cc(F)ccc2F)c([N+](=O)[O-])c1)N1CCCCC1	-2	-3	-13	-2	0	0.2	nt	3.2	-0.1	5	-2
CCOc1ccc(C(=O)NCC(=O)N2CCN(Cc3ccccc3)CC2)cc1	2	6	-10	-16	-4	1.2	-0.6	1.5	1.0	-1	-5
COCCn1c(SCC(=O)Nc2cc(C)cc(C)c2)nnc1C(C)C	-3	-3	7	-9	-29	1.7	-0.5	2.7	-0.5	1	-12
O=C(c1ccc2c(=O)n(Cc3ccc4c(c3)OCO4)c(=S)[nH]c2c1)N1CCCCC1	3	0	-13	-2	15	-0.2	0.3	2.7	0.9	1	0
CCc1nc(SCC(=O)N2CC(=O)Nc3ccccc32)c2c(C)c(C)sc2n1	-1	-8	130	-3	13	5.0	-0.1	-0.4	-0.8	-3	1
O=C(N/C=C\c1ccccc1)NCc1ccc(Cl)cc1	4	1	-14	-3	16	2.3	0.8	2.7	-1.0	-7	7
S=C1SCN(Cc2cccnc2)CN1Cc1cccnc1	0	-2	93	4	13	1.3	0.7	0.5	-1.0	2	-15
CC(/C=N/NC(=O)c1cc(-c2cccnc2)nc2c1c(C)nn2-c1ccccc1)=C\c1ccccc1	1	-15	15	-4	-17	2.7	1.4	2.8	-1.0	5	-17
